FEN1 inh = qHTS Assay for the Inhibitors of Human Flap endonuclease 1 (FEN1); Recombinant FEN1 flap cleavage, fluorescence, 15 min; Potency, µM (highest dose often 114 µM), without a hit: top-dose activity change, negative = inhibition, most hits filed as inhibitors; 390,000 tested, 0.35% active; AID 588795, 2011; also: nearly all actives have a fitted effect of over 65% in size
Target sequence (P39748 whole entry, looked up): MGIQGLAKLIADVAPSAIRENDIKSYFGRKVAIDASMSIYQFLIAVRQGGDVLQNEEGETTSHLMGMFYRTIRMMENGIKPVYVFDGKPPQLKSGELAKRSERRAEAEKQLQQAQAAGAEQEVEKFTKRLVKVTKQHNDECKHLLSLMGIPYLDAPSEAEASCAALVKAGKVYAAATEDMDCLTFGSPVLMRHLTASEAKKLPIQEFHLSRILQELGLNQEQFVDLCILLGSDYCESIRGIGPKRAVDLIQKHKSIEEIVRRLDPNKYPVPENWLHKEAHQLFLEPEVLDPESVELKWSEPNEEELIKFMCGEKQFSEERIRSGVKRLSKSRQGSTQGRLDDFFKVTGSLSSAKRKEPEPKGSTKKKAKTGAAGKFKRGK
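Concentration–response screening of FEN1 (10 nM): 15 min compound preincubation at room temperature, reaction started with 50 nM substrate and read at 0 and 15 min. Corrected, normalized data were fitted by a four-parameter Hill equation.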
TDP1 block = qHTS Assay for Inhibitors of Tyrosyl-DNA Phosphodiesterase (TDP1); Tyrosyl-DNA phosphodiesterase 1 (Homo sapiens), Q9NUW8; recombinant TDP1, AlphaScreen DNA substrate cleavage; Potency, µM (highest dose often 130 µM), inactives show top-dose activity change, negative = inhibition, hits mostly inhibitors; 350,000 tested, 0.28% active; AID 485290, 2010; also: nearly all actives have a fitted effect of over 40% in size
Target sequence (Q9NUW8 whole entry, looked up): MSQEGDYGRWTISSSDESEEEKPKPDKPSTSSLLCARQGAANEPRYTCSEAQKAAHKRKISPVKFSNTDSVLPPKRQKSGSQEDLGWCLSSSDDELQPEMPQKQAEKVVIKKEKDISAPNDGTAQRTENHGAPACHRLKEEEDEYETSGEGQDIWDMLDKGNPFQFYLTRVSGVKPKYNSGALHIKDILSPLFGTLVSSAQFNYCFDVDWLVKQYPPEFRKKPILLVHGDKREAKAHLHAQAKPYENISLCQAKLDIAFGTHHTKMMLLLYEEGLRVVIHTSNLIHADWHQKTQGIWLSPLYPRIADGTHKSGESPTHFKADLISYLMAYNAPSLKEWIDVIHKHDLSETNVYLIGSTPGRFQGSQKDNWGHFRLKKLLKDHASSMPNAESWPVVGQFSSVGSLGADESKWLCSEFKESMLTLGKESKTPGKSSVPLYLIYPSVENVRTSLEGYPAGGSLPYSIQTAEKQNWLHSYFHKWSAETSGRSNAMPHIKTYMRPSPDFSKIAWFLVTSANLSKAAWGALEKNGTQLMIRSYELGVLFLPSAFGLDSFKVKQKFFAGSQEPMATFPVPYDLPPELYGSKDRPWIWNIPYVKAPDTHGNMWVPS
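Recombinant E. coli-expressed Tdp1 (1 nM) preincubated with compound 15 min at RT, then 5'-biotin/3'-phosphotyrosine-FITC DNA substrate (15 nM) added for 5 min. AlphaScreen beads (10 ug/ml) added, 10 min RT; tyrosine-FITC cleavage read as signal loss.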
N370S GC mod = qHTS Assay for Inhibitors and Activators of N370S glucocerebrosidase as a Potential Chaperone Treatment of Gaucher Disease. Lysosomal acid glucosylceramidase (Homo sapiens), P04062. N370S GC spleen homogenate, 4MU-glucoside fluorescence. Potency, µM (doses to about 59.4 µM), without a hit: top-dose activity change, negative = inhibition, usual class: inhibitors. 330,000 tested, 0.092% active. AID 2101, 2009;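 also: 0% = full enzyme activity and -100% = no enzyme basal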
* = called active by the depositor; & = joins results of further samples. Calls follow the shape of the dose curve; as a rule, active = well fitted curve in the direction sought with a large enough effect; inconclusive = small, poorly fitted or top-dose-only effect, or another doubt; inactive = no such curve, though single readings can be large; an effect the other way counts as inactive or inconclusive. Unless noted, % is scaled to controls: 0 for no effect and ±100 for the full control effect; potency is read from the fitted curve at half-maximal effect.

COC(=O)c1ccc(NC(=O)N2CCc3c([nH]c4ccccc34)C2c2ccc(C)cc2)cc1 (stereo not drawn) was read as FEN1 inh -6% and TDP1 block 5%.
For N#CC1(NC(=O)COC(=O)C23CC4CC(CC(O)(C4)C2)C3)CCCCC1 the results were FEN1 inh -6%, TDP1 block 1% and N370S GC mod 0%.
Cc1cc2c(cc1C)-c1nnnn1C(C)(C)C2 was read as FEN1 inh -11%, TDP1 block 6% and N370S GC mod 7%.
`O=C(O)/C=C/C(=O)Nc1ccc(Cc2ccc(NC(=O)/C=C/C(=O)O)cc2)cc1` gave FEN1 inh -5% and N370S GC mod 0%.
`NS(=O)(=O)c1ccc(-n2cccc2C=O)cc1` gave FEN1 inh -1%, TDP1 block -3% and N370S GC mod -8%.
CCCc1nn2cc(-c3ccc(C)c(C)c3)nc2s1 was read as FEN1 inh 3% and TDP1 block 2%.
`COc1ccccc1N(CC(=O)NCCSc1ccc(Cl)cc1)S(C)(=O)=O` gave FEN1 inh -1%, TDP1 block -1% and N370S GC mod 0%.
Screening OC(CN1CCCCCC1)CN(c1ccccc1)c1ccccc1 (stereo not drawn) returned FEN1 inh -3%, TDP1 block 5% and N370S GC mod -7%.
Screening O=C(Nc1ccc(C(=O)N2CCOCC2)cc1)c1cnn2c(C(F)F)cc(-c3ccccc3)nc12 returned FEN1 inh -16%, TDP1 block 6% and N370S GC mod 10%.
`Cc1ccc(S(=O)(=O)N(C)CC(=O)N2CCN(Cc3ccc4c(c3)OCO4)CC2)cc1` gave FEN1 inh 3%, TDP1 block 0% and N370S GC mod -2%.
CC(C)(C)n1nc2c(c1NC(=O)c1ccc(Br)o1)CS(=O)C2 (stereo not drawn) was read as FEN1 inh -2%, TDP1 block 4% and N370S GC mod 2%.
For O=C1NC(=Nc2ccccc2Cl)S/C1=C\c1cc([N+](=O)[O-])ccc1O the results were FEN1 inh inconclusive and N370S GC mod -17%.
For CC(C)c1c(C(=O)N/N=C/c2c[nH]c3ccccc23)nnn1-c1nonc1N the results were FEN1 inh 22%, TDP1 block 2% and N370S GC mod -20%.
C#CCSc1nc(C)cc(C(=O)OCC)c1C#N was read as FEN1 inh -18% and N370S GC mod 2%.
COc1ccc(-n2c(CCc3ccccc3)nnc2SCC(=O)c2ccc(Cl)cc2)cc1 was read as FEN1 inh -13%, TDP1 block 1% and N370S GC mod 4%.

Pulled one by one from the list above:
Cc1cc2c(cc1C)-c1nnnn1C(C)(C)C2 was read as FEN1 inh -11%, TDP1 block 6% and N370S GC mod 7%.
COc1ccc(-n2c(CCc3ccccc3)nnc2SCC(=O)c2ccc(Cl)cc2)cc1 was read as FEN1 inh -13%, TDP1 block 1% and N370S GC mod 4%.
`Cc1ccc(S(=O)(=O)N(C)CC(=O)N2CCN(Cc3ccc4c(c3)OCO4)CC2)cc1` gave FEN1 inh 3%, TDP1 block 0% and N370S GC mod -2%.
`O=C(O)/C=C/C(=O)Nc1ccc(Cc2ccc(NC(=O)/C=C/C(=O)O)cc2)cc1` gave FEN1 inh -5% and N370S GC mod 0%.
`COc1ccccc1N(CC(=O)NCCSc1ccc(Cl)cc1)S(C)(=O)=O` gave FEN1 inh -1%, TDP1 block -1% and N370S GC mod 0%.

(list continues)
CC1CCN(c2nc3c(c(=O)[nH]c(=O)n3C)n2Cc2ccccc2)CC1 was read as FEN1 inh 2%, TDP1 block -3% and N370S GC mod 9%.
Screening O=C(CCSCCC(=O)NCC1CCCO1)NCC1CCCO1 (stereo not drawn) returned FEN1 inh -4%, TDP1 block 4% and N370S GC mod -2%.
`O=C(NCC(c1ccco1)N1CCOCC1)c1cccc([N+](=O)[O-])c1` (stereo not drawn) gave FEN1 inh 1%, TDP1 block -2% and N370S GC mod -3%.
`CN(C)S(=O)(=O)c1cc(NC(=O)c2cc(=O)[nH]c3ccccc23)ccc1Cl` gave TDP1 block 0% and N370S GC mod 6%.
CCOc1cc2c(cc1/C=C(/C#N)c1ccc(C(=O)O)cc1)OCO2 was read as FEN1 inh -10%, TDP1 block inconclusive and N370S GC mod 6%.
CC1CCOC2(O1)C(=O)Nc1ccccc12 (stereo not drawn) was read as FEN1 inh -1%, TDP1 block 8% and N370S GC mod 7%.
`Cc1ccc(NC(=O)c2nc[nH]c2C(=O)N[C@@H](C)c2ccccc2)cc1` gave FEN1 inh inconclusive, TDP1 block 12% and N370S GC mod 20%.
CCc1cccc(CC)c1NC(=S)NCC(c1cccnc1)N1CCOCC1 (stereo not drawn) was read as FEN1 inh -8%, TDP1 block 1% and N370S GC mod 11%.
Screening CC(C)(C)c1ccc(C(=O)NC(=S)N2CCCCCC2)cc1 returned FEN1 inh -15%, TDP1 block 3% and N370S GC mod -4%.
`COc1ccc(S(=O)(=O)NC2CC3CCC2C3)cc1Br` (stereo not drawn) gave FEN1 inh -12% and N370S GC mod 24%.
Cc1ccc(NC(=O)CCNS(=O)(=O)c2cccc3nonc23)cc1Cl was read as FEN1 inh -3%&6%, TDP1 block 0%&3% and N370S GC mod -3%.
Screening CCN(CC)S(=O)(=O)c1ccc(C)c(NS(=O)(=O)c2cc(/C=C/C(=O)O)cc(OC)c2OC)c1 returned FEN1 inh 4%, TDP1 block 0% and N370S GC mod -5%.
`CCCc1cc(=O)[nH]c(Nc2ccc(Cl)cc2)n1` gave FEN1 inh -7%, TDP1 block -1% and N370S GC mod 7%.
For O=C(Cc1cccc2ccccc12)Nc1ccc(N2CCOCC2)cc1 the results were FEN1 inh 13%, TDP1 block -3% and N370S GC mod 10%.
CCN(CC)CCN(C(=O)c1ccc(S(=O)(=O)N(C)C2CCCCC2)cc1)c1nc2c(C)cccc2s1 was read as FEN1 inh 0%, TDP1 block 7% and N370S GC mod -24%.
For COc1ccccc1CN1CCSCC1 the results were FEN1 inh 4%, TDP1 block -12% and N370S GC mod -1%.
Screening COc1ccc(NC(=O)c2nnn(CC(=O)Nc3ccc4c(c3)OCO4)c2N)c(OC)c1 returned FEN1 inh 14%, TDP1 block -8% and N370S GC mod -11%.
For O=C(NCCS(=O)(=O)N1CCN(c2ccc(F)cc2)CC1)c1ccc(Br)o1 the results were FEN1 inh -4%, TDP1 block 6% and N370S GC mod -3%.
O=C(OCC(=O)N1CCCC1)c1c(Cl)cccc1Cl was read as FEN1 inh 0%, TDP1 block -12% and N370S GC mod -1%.
`O=c1cc(N2CCCCC2)c(-c2ccccc2)nn1Cc1ccc(Cl)cc1Cl` gave FEN1 inh -6%, TDP1 block 1% and N370S GC mod inconclusive.
`CCOc1ccc(C(=O)O/N=C(\N)c2ccc([N+](=O)[O-])cc2)cc1OCC` gave FEN1 inh -4%, TDP1 block -2% and N370S GC mod 3%.
CC(C)C(=O)Nc1ccc(C(=O)NNC(=O)c2ccco2)cc1 was read as FEN1 inh -11%, TDP1 block 4% and N370S GC mod -2%.
For COC(=O)C1=C(C)OC(N)=C(C#N)C1c1cccnc1 (stereo not drawn) the results were FEN1 inh 16%, TDP1 block 2% and N370S GC mod -4%.
Screening CCOc1ccc(CCNC(=O)COC(=O)CNS(=O)(=O)c2ccc(C)cc2)cc1OCC returned FEN1 inh 8% and N370S GC mod -2%.
`CCCCC1=CC2=C(c3ccco3)C(=O)C(C)(OC(=O)c3cccs3)C(=O)C2=CO1` (stereo not drawn) gave TDP1 block -1% and N370S GC mod 19%.
For CC(C)c1ccc(NS(=O)(=O)c2cn(C)c(=O)n(C)c2=O)cc1 the results were FEN1 inh 2%, TDP1 block 5% and N370S GC mod -3%.
For O=C(CCc1nc2ccccc2c(=O)[nH]1)NNC(=O)COc1ccc(Br)cc1 the results were FEN1 inh -2%, TDP1 block -7% and N370S GC mod 0%.
O=C(CN(C(=O)CCC(=O)Nc1nccs1)c1ccc(F)cc1)NCc1ccco1 was read as FEN1 inh -1%, TDP1 block 8% and N370S GC mod -4%.
Screening COc1cc(NC(=O)CN2CCCCC2C)c(C)cc1[N+](=O)[O-] (stereo not drawn) returned FEN1 inh -3%, TDP1 block 3% and N370S GC mod 7%.
Screening CC(C)CCn1c(=O)c2cccnc2n(CC(=O)Nc2ccccc2)c1=O returned FEN1 inh 19% and TDP1 block -3%.
`COc1ccc(CCNC(=O)c2ccc3c(c2)OCCO3)cc1` gave FEN1 inh -16%, TDP1 block 1% and N370S GC mod 1%.
`CC1CCCC(C)N1CC(O)COCc1ccccc1F` (stereo not drawn) gave FEN1 inh -4% and N370S GC mod -7%.
C=CCN(c1ccccc1OC)S(=O)(=O)c1cccc(C(=O)Nc2nnc(C3CC3)s2)c1 was read as FEN1 inh -7% and TDP1 block 1%.
COCCCNC(=O)CN1CCN(Cc2ccc(Cl)cc2)C1=O was read as FEN1 inh 22%, TDP1 block 1% and N370S GC mod 2%.
`CC(C)CN1C(=O)/C(=C/c2ccco2)NC1=S` gave FEN1 inh 6%, TDP1 block 5% and N370S GC mod 0%.
O=C(Nc1ccc2c(c1)OCCO2)c1ccncc1 was read as FEN1 inh -12%, TDP1 block 5% and N370S GC mod 3%.
`COc1cccc(NC(=O)CSc2nc3n[nH]c(C)c3c(=N)n2-c2cccc(OC)c2)c1` gave FEN1 inh 4%, TDP1 block 6% and N370S GC mod inconclusive.
Screening CC(=O)c1ccc(-n2c(CCC(=O)O)ccc2-c2ccc(Br)cc2)cc1 returned FEN1 inh 17% and N370S GC mod -1%.
Screening O=C(O)c1ccc(/C=C2\COc3ccccc3C2=O)cc1 returned FEN1 inh 1%, TDP1 block -2% and N370S GC mod -8%.
`O=C(NC1CC(=O)N(c2ccc(Cl)cc2)C1)c1ccc(S(=O)(=O)N2CCCC2)cc1` (stereo not drawn) gave FEN1 inh -5% and TDP1 block 3%.
Screening CCc1nnc(NC(=O)c2ccc(S(=O)(=O)N3CCc4ccccc4C3)cc2)s1 returned FEN1 inh 2%, TDP1 block 1% and N370S GC mod -1%.
Screening CCOc1ccc(S(=O)(=O)Nc2ccc(C(=O)NCCCN3CCCC3=O)cc2)cc1 returned FEN1 inh 5% and N370S GC mod -3%.
For CCN(c1nc(C)cc(OC)n1)S(=O)(=O)c1ccccc1 the results were FEN1 inh -7%, TDP1 block 8% and N370S GC mod 9%.
`CC(CN1C(C)CCCC1C)OC(=O)c1ccc(Cl)cc1` (stereo not drawn) gave FEN1 inh -12%, TDP1 block 2% and N370S GC mod 1%.
Screening CCOC(=O)C1=C(COC(=O)/C=C/c2cccc(OC)c2OC)NC(=O)NC1C (stereo not drawn) returned FEN1 inh -1%, TDP1 block 3% and N370S GC mod -11%.

Not a retest: entries from further up.
COC(=O)c1ccc(NC(=O)N2CCc3c([nH]c4ccccc34)C2c2ccc(C)cc2)cc1 (stereo not drawn) was read as FEN1 inh -6% and TDP1 block 5%.
For N#CC1(NC(=O)COC(=O)C23CC4CC(CC(O)(C4)C2)C3)CCCCC1 the results were FEN1 inh -6%, TDP1 block 1% and N370S GC mod 0%.

Continued:
`O=c1oc(Cc2ccccc2)nc2ccccc12` gave FEN1 inh -2% and N370S GC mod -2%.
COc1ccc(S(=O)(=O)N(CC(=O)NC2CC2)C2CCCCC2)cc1Cl was read as FEN1 inh 4%, TDP1 block -1% and N370S GC mod 6%.
`COC(=O)CCCCCN1C(=O)NC(c2ccccc2)C(C(=O)OCc2ccccc2)=C1C` (stereo not drawn) gave FEN1 inh -4%, TDP1 block 4%&6% and N370S GC mod 12%&7%.
Screening COc1ccccc1N1CCN(CC(=O)c2c(C)[nH]c3cc(C)ccc23)CC1 returned FEN1 inh 14%, TDP1 block 5% and N370S GC mod -11%.
For Cc1ccc(S(=O)(=O)Nc2ccccc2-c2ccccc2NS(=O)(=O)c2ccc(C)cc2)cc1 the results were FEN1 inh 2%, TDP1 block -1% and N370S GC mod 14%.
`CCOc1cc(-c2ccc(OC(=O)c3ccccc3)c(OC)c2)cc(=O)c2c(C)oc(C)c12` gave FEN1 inh 10% and TDP1 block 12%.
`COc1ccc(CCNC(=O)C(=O)c2cn(CC(=O)N3CCOCC3)c3ccccc23)cc1` gave FEN1 inh -3%, TDP1 block 5% and N370S GC mod -13%.
`CC(C)S(=O)(=O)c1csc(NC(=O)Nc2cc(Cl)ccc2Cl)c1Cl` gave FEN1 inh -10%, TDP1 block 3% and N370S GC mod -12%.
CCOC(=O)C1=C(CN2CCN(C(=O)c3ccco3)CC2)NC(=O)NC1c1ccc(F)cc1 (stereo not drawn) was read as FEN1 inh -9%, TDP1 block 4% and N370S GC mod -5%.
O=C(O)c1ccc(S(=O)(=O)c2ccccc2C(=O)O)c([N+](=O)[O-])c1 was read as FEN1 inh 12% and N370S GC mod -6%.
For Cc1ccc(NC(=O)N2CCC(CN3CCCCCC3)CC2)c(Cl)c1 the results were FEN1 inh 14% and TDP1 block 2%.
For O=C(CNC(=O)c1ccc(-c2ccccc2)cc1)OCc1c(Cl)cccc1Cl the results were FEN1 inh -14%, TDP1 block -4% and N370S GC mod -1%.
`COCCn1nnnc1C(c1cccc(C#N)c1)N1CCCCCC1` (stereo not drawn) gave FEN1 inh 5%, TDP1 block 3% and N370S GC mod -2%.
